Source: PubChem
IDE inh: cellular human IDE inhibition | HEK cells, FAbetaB cleavage, fluorescence polarization | 320,000 compounds, 0.41% hits | inhibition, % at 5.59 µM;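 active = percent inhibition above the average of all tested compounds plus 3 SD, set per screening campaign, cut at about 16% in these data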;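 also: IDE supplied by intact live HEK cells; FP after avidin binding of uncleaved biotin substrate so inhibition keeps polarization high; 0% = DMSO wells and 100% = 60 µM reference IDE inhibitor Ii1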
IDE cell activ: boosts human insulin-degrading enzyme activity in HEK cells | activation, % at 5.96 µM | P14735 | FAbeta-B cleavage, fluorescence polarization; 0% vehicle, 100% cell-free pure enzyme wells | 340,000 compounds, 0.073% hits;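 active = activation above the mean of all tested compounds plus 3 SD, set per screening campaign, cut at about 17% in these data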
SUMO HTRF inh: inhibitors of human SUMOylation (UBC9). P63279. HTRF SUMOylation assay, SAE1/SAE2 + UBC9, in vitro. inhibition, % at 35 µM. 290,000 compounds, 0.36% hits. AID 2006; in the data active = inhibition above about 50%, passing the limit was not always enough; also: strong numbers were not always called active
Target sequence (P63279 whole entry, looked up): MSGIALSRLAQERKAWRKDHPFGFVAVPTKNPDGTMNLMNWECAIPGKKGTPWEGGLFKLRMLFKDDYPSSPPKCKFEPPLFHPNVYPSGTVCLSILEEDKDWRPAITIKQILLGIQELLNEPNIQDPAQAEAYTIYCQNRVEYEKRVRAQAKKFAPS
VIM-2 inhibitor: inhibitors of Pseudomonas aeruginosa VIM-2 metallo-beta-lactamase; purified VIM-2, nitrocefin hydrolysis, epi-absorbance fluorescence; inhibition, % at 5.6 µM; 290,000 compounds, 0.89% hits; AID 1527;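 active = inhibition above the mean of all tested compounds plus 3 SD, cutoff set per screening run, cut at about 7.5% in these data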;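 also: red hydrolysis product quenches plate fluorescence so inhibitors raise well fluorescence; 0% = enzyme with DMSO and 100% = DMSO without enzyme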
M18AAP inhibitor: blocks P. falciparum M18 aspartyl aminopeptidase; recombinant PfM18AAP, H-Glu-NHMec fluorogenic cleavage; inhibition, % at 7.35 µM; 290,000 compounds, 1.2% hits;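 active = inhibition above the campaign mean inhibition over all tested compounds plus 3 SD, cut at about 28% in these data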;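 also: 0% = plate median of test compound wells and 100% = 2 mM ZnCl2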
NS3 helicase inh: inhibitors of Hepatitis C virus NS3 helicase; AID 1800; 290,000 compounds, 0.56% hits; inhibition, % at 10.9 µM; NS3 helicase DNA unwinding, Cy5 molecular beacon fluorescence;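 active = inhibition above the mean of all tested compounds plus 3 SD, set per campaign, cut at about 35% in these data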;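 also: 0% = DMSO wells and 100% = thioflavine S control wells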
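assay system = NS3 helicase fragment of HCV | buffer or medium = MOPS pH 6.5, MgCl2, DTT, Tween20, BSA | timing = 60 min unwinding reaction at 25 °C after ATP addition | signal = Cy5 beacon fluorescence read at start and 1 h | read-out basis = % inhibition of unwinding | control set = low DMSO, high thioflavine S at 110 µM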
p-CIP stab down: compounds decreasing mouse p/CIP protein stability; 290,000 compounds, 0.01% hits; F442A p/CIP-EGFP cells, EGFP fluorescence, 16 h; decrease of EGFP signal, % at 10 µM; Q05BA5;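 active = EGFP signal decrease of at least 30% at 10 µM or well 3 SD below plate mean, unless failing retest; inactive = the rest, including hits failing retest or dose response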; also: some compounds called inactive have numbers as strong as hits; many of its hits are not listed in these tables
IMP-1 inh: inhibitors of Pseudomonas aeruginosa IMP-1 metallo-beta-lactamase | 290,000 compounds, 0.45% hits | inhibition, % at 5.6 µM | AID 1556 | purified IMP-1, nitrocefin hydrolysis, epi-absorbance fluorescence;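 active = inhibition above the mean plus 3 SD of all compounds in the same screening run, cut at about 4.5% in these data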;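 also: 0% = IMP-1 with DMSO and 100% = DMSO wells lacking enzyme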
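Assay system: purified recombinant IMP-1 beta-lactamase. Input: IMP-1 0.2 nM before substrate addition. Buffer or medium: Zinc- and detergent-supplemented HEPES buffer, pH 7.1. Schedule: 25 °C, 15 min preincubation, 25 min reaction. Signal: Epi-absorbance fluorescence, 480 nm excitation, 530 nm emission. Evaluation: percent inhibition from optical density relative to buffer-blank wells.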
DNA FID counter: fluorescent intercalator displacement, NS3 helicase counter-screen; inhibition, % at 7.9 µM; DNA fluorescent intercalator displacement, fluorescence; 290,000 compounds, 0.17% hits; in the data active = inhibition above about 37%;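 also: 0% = vehicle and 100% = reference compound; higher means more ethidium bromide displaced from hairpin DNA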
Active calls of the source: *; . = no result given. Hits appear at their usual frequency; any-hit rate near 3.6%.

SMILES	IDE inh	IDE cell activ	SUMO HTRF inh	VIM-2 inhibitor	M18AAP inhibitor	NS3 helicase inh	p-CIP stab down	IMP-1 inh	DNA FID counter
COC(=O)C1CCN(C(=O)Nc2ccccc2)CC1	3	-4	10	-0.2	-2	-1	2	-1.2	0
Cc1[nH]c(=O)[nH]c(=O)c1N1CCOCC1	0	-2	8	-2.8	-3	-8	-3	-1.3	-3
COc1ccc(NC(=O)CCNC(=O)C2CCN(S(=O)(=O)c3ccc(OC)cc3)CC2)cc1	4	3	.	-1.5	3	4	0	-3.6	-40
CC(C)C(=O)N1CCC(Cc2ccccc2)CC1	0	3	15	-1.8	-5	-7	-6	-1.3	-17
COc1ccc(-c2noc(-c3ccccc3C(=O)Nc3cccc(OC)c3)n2)cc1	3	-2	0	-1.6	4	-15	-12	-1.6	3
O=C(Nc1ccccc1N1CCN(C(=O)c2ccc(Cl)cc2)CC1)c1cccc(F)c1	-5	4	0	-1.9	-5	-10	-47	-3.3	-56
COc1ccc(C2CC(=O)c3c([nH]c(C(=O)OC(C)C)c3C)C2)cc1OC (configuration not stated)	-1	0	6	-0.8	-3	18	-2	0.8	-7
COC(=O)c1ccc(NC(=O)c2ccc3nsnc3c2)cc1	2	-1	-5	-1.8	2	-2	5	-4.1	-2
CCOC(=O)c1sc(=S)n(-c2ccccc2)c1NC(C)=O	3	4	15	-1.9	2	7	-5	-2.9	0
Cc1ccc(/C=N/NC(=O)CSc2nc3ccccc3s2)o1	5	1	-8	-1.0	-2	5	-25	-3.9	-5
CCOc1ccccc1NC(=O)Cn1c(=O)oc2cc(Cl)ccc21	-1	1	20	-0.2	-7	-8	6	-1.0	-6
COCCCN(C(=O)c1ccco1)c1nc(-c2ccc(OC)cc2)cs1	1	1	-8	-1.0	7	-11	5	-2.1	-21
CC(NS(=O)(=O)c1ccc2c(c1)OCCO2)c1ccccc1 (configuration not stated)	12	4	14	-2.0	-13	-1	-8	-2.3	-4
O=C(Nc1cccc(F)c1)Nc1cccc(Cl)c1	1	4	-11	-0.8	3	-5	0	-3.0	9
COc1ccc(NC(=O)c2ccccc2NS(=O)(=O)c2ccc(CNC(C)=O)cc2)c(OC)c1	5	1	4	-1.8	0	-1	-7	-3.5	-29
COc1ccc(-c2csc3nc(-c4ccccc4F)oc(=O)c23)cc1	-3	4	44	-1.4	2	-2	-40	-1.0	-4
COc1ccccc1NC(=O)NC1(C(=O)N2CCOCC2)CCCCC1	2	-3	8	-3.2	2	6	4	-1.9	-7
COCc1nnc(NC(=O)c2ccc(S(=O)(=O)N3CCCC3)cc2)o1	0	-3	-4	-5.5	5	24	-40	-4.1	-33
O=C1C=C(N2CCOCC2)C2(CCCCC2)O1	1	0	11	1.0	0	-6	-11	-2.2	4
O=C(Nc1ccc(CN2CCOCC2)cc1)c1cc(Cl)ccc1Cl	.	-3	-2	-1.2	1	7	-3	-1.9	-1
COc1ccc(Cc2nc3ccc(C(=O)NCC4COCCO4)cc3o2)cc1OC (configuration not stated)	3	6	21	-0.1	-1	6	-1	-0.7	-31
Cc1ccc(N(CC(=O)N2CCCC2)S(C)(=O)=O)cc1C	8	3	1	-1.8	-12	8	-11	-4.3	-10
O=CN1CCN(C(=O)c2ccc(-c3nc4ccccc4s3)s2)CC1	1	3	-1	-1.3	12	10	9	-2.0	-20
Cc1cccc(NC(=O)N2CCN(Cc3ccccc3)CC2)c1	4	1	15	-2.8	-2	-7	1	-5.0	-5
Cc1cc(C)nc(NS(=O)(=O)c2ccc(NC(=O)C3COc4ccccc4O3)cc2)n1 (configuration not stated)	4	.	-7	-2.9	1	9	-14	-2.7	-26
O=C(NC1CCS(=O)(=O)C1)C12CC3CC(CC(C3)C1)C2 (configuration not stated)	4	-3	-25	0.1	-2	9	4	-3.4	-2
O=C(CSc1nc(-c2ccc(F)cc2)cs1)Nc1ccccn1	3	4	26	-3.7	1	-1	-15	-3.8	-3
Cc1cccc(/C=N\Nc2cn[nH]c(=O)c2Cl)c1	-1	-1	0	-1.1	7	0	-13	-2.4	-8
CN(C)S(=O)(=O)N1CCCC(C(=O)c2ccc(C(F)(F)F)cc2)C1 (configuration not stated)	4	1	6	-4.0	-13	2	-1	-2.5	-11
O=C(CC1(O)C(=O)Nc2ccc(Br)cc21)c1ccc2c(c1)OCO2 (configuration not stated)	0	3	-2	-2.0	2	-6	-11	-3.1	-6
OC(c1ccccc1)(C1CCCCC1)C(CN1CCOCC1)c1ccccc1 (configuration not stated)	-4	4	-4	-1.3	3	-26	-10	-3.5	-11
Cc1ccc2c(c1)N(CCC(=O)NCc1cccnc1)C(=O)CO2	1	1	12	-3.9	3	-1	-6	-3.3	-4
CC(OC(=O)Cc1c[nH]c2ccccc12)C(=O)NC1(C#N)CCCCC1 (configuration not stated)	3	4	4	-1.3	6	2	-1	-3.2	-15
Cc1c(Cl)cccc1NC(=O)CSc1nnc(C)n1CC1CCCO1 (configuration not stated)	2	3	0	2.0	-12	-11	-12	-1.8	-7
O=C(Nc1cccnc1Cl)C1=NN(c2ccccc2)C(=O)CC1	0	0	8	2.1	-8	8	5	-0.3	-14
O=C(Nc1ccccc1)c1ccccc1NC(=O)[C@H]1CCCC[C@H]1C(=O)O	-2	0	10	-0.1	-8	3	-4	-1.2	-25
COc1ccc(CCNS(=O)(=O)c2c(C)nc3scc(C)n3c2=O)cc1OC	-4	-1	14	0.6	-11	9	-8	-1.9	-8
CN(C(=O)c1cc2c(s1)-c1ccccc1S(=O)(=O)C2)c1ccccc1F	-1	-1	8	-1.6	-11	-6	4	-2.6	-3
CC(NC(=O)c1cc(-c2ccc3c(c2)OCO3)nc2ccccc12)C(C)(C)C (configuration not stated)	0	2	13	-0.4	-9	-2	-10	-2.0	-7
CCC(=O)N1CCN=C1SCc1ccc(Cl)cc1	7	2	1	-0.1	1	-5	0	-2.0	-5
O=C(CSc1nnc(-c2ccccc2Cl)o1)N1CCCC1	0	5	1	0.8	-3	-2	0	-1.7	-9
O=C1OC(c2ccccc2)/C(=C(/O)c2ccccc2)C1=O (configuration not stated)	3	6	12	0.3	18	1	-8	-0.5	5
COc1ccc(C(=O)COC(=O)/C=C/c2ccccc2)cc1	3	-1	-4	-2.2	-4	-3	-6	-2.2	-11
CCc1ccccc1NC(=S)N=Nc1c(O)n(C)c2ccc(S(=O)(=O)N3CCOCC3)cc12	-1	-4	-5	-4.7	6	0	-2	-3.8	-2
O=C(CSc1nc2ccc([N+](=O)[O-])cc2[nH]1)NC1CCCC1	6	6	-2	-0.6	1	7	-11	-4.2	5
O=C(N/N=C/C1CC=CCC1)c1cc(Br)ccc1O (configuration not stated)	1	0	8	-1.2	13	13	3	-4.3	-3
Cc1ccc(C(=O)Nc2ccc(C(=O)O)cc2)cc1S(=O)(=O)Nc1cccc([N+](=O)[O-])c1	6	-3	0	-0.2	-5	12	3	-1.5	-7
Cc1ccc(C(=O)N2CC(C)OC(C)C2)cc1[N+](=O)[O-] (configuration not stated)	2	9	17	1.7	-8	1	2	-1.2	0

Reprinted at random: 3 entries already listed.
SMILES	IDE inh	IDE cell activ	SUMO HTRF inh	VIM-2 inhibitor	M18AAP inhibitor	NS3 helicase inh	p-CIP stab down	IMP-1 inh	DNA FID counter
Cc1ccc(C(=O)N2CC(C)OC(C)C2)cc1[N+](=O)[O-] (configuration not stated)	2	9	17	1.7	-8	1	2	-1.2	0
Cc1ccc(N(CC(=O)N2CCCC2)S(C)(=O)=O)cc1C	8	3	1	-1.8	-12	8	-11	-4.3	-10
O=C(CSc1nnc(-c2ccccc2Cl)o1)N1CCCC1	0	5	1	0.8	-3	-2	0	-1.7	-9

Further compounds follow.
SMILES	IDE inh	IDE cell activ	SUMO HTRF inh	VIM-2 inhibitor	M18AAP inhibitor	NS3 helicase inh	p-CIP stab down	IMP-1 inh	DNA FID counter
O=C(CSc1nnc(CNC(=O)c2ccc(F)cc2)o1)NCc1ccccc1Cl	0	-5	2	-0.5	-3	-4	-6	0.2	-17
COC(C(=O)N/N=C(\C)CC(=O)Nc1ccc(N(C)C)cc1)c1ccccc1 (configuration not stated)	0	-1	4	-4.5	10	5	-14	-2.2	-2
C=CCC1Cc2c(cccc2[N+](=O)[O-])C(CC=C)N1 (configuration not stated)	2	3	-16	-1.1	1	-10	-19	-1.5	8
CC1=CC2=NC(=O)CC(C)(C(=O)N(CC(=O)NC(C)(C)C)Cc3ccccc3)N2C=C1 (configuration not stated)	3	0	6	-3.3	4	-2	4	-4.0	-5
Cc1c(C(=O)NN)[nH]c2ccc([N+](=O)[O-])cc12	-1	.	-2	-4.3	6	-5	-14	-1.9	-2
Cc1ccc(-n2nnnc2SCC(=O)Nc2ccccc2N2CCCCC2)cc1C	5	5	16	-0.1	0	11	-6	-0.6	-3
c1cncc(-c2nn3cnnc3s2)c1	-7	5	18	-5.0	-3	1	2	-1.4	1
COc1ccccc1NC(=O)C(C(C)C)N1C(=O)c2ccccc2C1=O (configuration not stated)	4	4	3	1.9	7	-10	2	1.9	-20
CCOCCn1c(SCCc2ccccc2)nc2c1c(=O)[nH]c(=O)n2C	0	-1	9	3.4	7	-4	-15	0.5	-14
CCC(C)N=C1SCC(C)(/C=N/O)S1 (configuration not stated)	7	2	5	-3.1	4	-4	-6	-2.9	-3
Cc1cccc(SCc2noc(C(=O)NCC3CCCO3)c2C(=O)O)c1 (configuration not stated)	-1	1	-4	-5.9	4	3	-12	-2.7	-26
Cc1cc(C(=O)NN=C(Cc2ccccc2)Cc2ccccc2)c(C)o1	5	4	3	-2.8	-8	-8	-7	-1.0	4
O=C(CCc1nnc2ccc(NCc3ccco3)nn12)Nc1ccc(F)cc1	9	3	-1	-2.2	24	10	1	-1.8	-8
CC(C)(C)NC(=O)NC(=O)CN1CCCc2ccccc21	9	9	12	-1.9	1	13	-2	-1.5	-8
O=C(NC(=S)NCCC1=CCCCC1)c1cncc(Br)c1	2	4	-1	-2.6	-9	-1	-4	-1.8	-5
COc1ccc(C(=O)NCC2(c3ccccc3)CCOCC2)cc1[N+](=O)[O-]	-2	4	-4	-0.4	-4	15	-12	-0.6	-2
O=C(Nc1ccc(O)c2c(=O)cc(-c3cccc(Cl)c3)oc12)c1ccc(F)cc1	-2	3	21	.	.	.	0	.	.
O=C(CSc1nnc(SCc2ccc(Cl)cc2)s1)c1ccc2c(c1)OCO2	-1	1	0	-1.8	0	-6	-2	-1.4	2
O=C(Cn1cnc2sc3c(c2c1=O)CCCC3)NCC(=O)Nc1c(F)cc(F)cc1Br	8	1	19	-2.5	0	1	4	-5.5	-9
COc1ccccc1C(c1nnnn1C1CCCC1)N1CCN2CCCC2C1 (configuration not stated)	2	-2	-12	-2.9	0	-7	-5	-2.8	10
CCn1c(=O)c2cc(C(=O)N3CCOCC3)sc2c2ccccc21	3	-4	4	4.9	-5	1	6	-3.2	-24
